Integrin act MD: activates integrin-mediated alleviation for muscular dystrophy; alpha7betagal myoblasts, beta-gal FDG fluorescence, 48 h; Potency, µM (titrated, usually from 38.3 µM), inactives show at the top dose activation, actives largely listed as activators; 0.064% of 350,000 active; AID 624291;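 further: potency means the concentration at half of the fitted maximal effect; 100% = response of the positive control SU9516; nearly all actives have a fitted effect of over 60% in size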
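Alpha7betagal+/- myoblasts (passage 13) were plated 16-24 hr, then exposed to compounds (1:260 dilution of DMSO stock) for 48 hours at 37C. After MPER lysis, β-galactosidase reporter activity was read as FDG fluorescence (ex 480/em 540) after 30 minutes.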
S-ASM inh: blocks human secretory acid sphingomyelinase | P17405 | placental ASM, HMU-PC fluorogenic substrate, 60 min | Potency, µM (series often up to 57.5 µM), for inactives: at the highest dose activity change, negative = inhibition, actives largely listed as inhibitors | 0.006% of 340,000 active | AID 504937; further: potency means the concentration at half of the fitted maximal effect
Target sequence (P17405 47-631 limits assumed): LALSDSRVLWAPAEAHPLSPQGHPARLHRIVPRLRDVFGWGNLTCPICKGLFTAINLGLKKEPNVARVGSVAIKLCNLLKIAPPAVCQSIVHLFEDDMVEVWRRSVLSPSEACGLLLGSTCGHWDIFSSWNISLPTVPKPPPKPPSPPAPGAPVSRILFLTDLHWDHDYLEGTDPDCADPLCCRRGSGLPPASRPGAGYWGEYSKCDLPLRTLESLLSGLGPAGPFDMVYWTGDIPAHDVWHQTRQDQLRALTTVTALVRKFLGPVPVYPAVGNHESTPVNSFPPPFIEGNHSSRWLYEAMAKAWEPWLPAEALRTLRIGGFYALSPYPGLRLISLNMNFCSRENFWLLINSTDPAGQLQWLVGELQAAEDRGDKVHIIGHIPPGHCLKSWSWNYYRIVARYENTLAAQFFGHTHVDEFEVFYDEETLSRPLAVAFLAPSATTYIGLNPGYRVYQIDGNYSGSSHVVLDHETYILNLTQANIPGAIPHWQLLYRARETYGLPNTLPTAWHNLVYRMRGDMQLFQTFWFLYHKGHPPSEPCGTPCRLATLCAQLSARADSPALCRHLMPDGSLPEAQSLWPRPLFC
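Steps: dispense placental human ASM, pin compound, wait 10 min at room temperature, add HMU-PC0 substrate at 9 uM final, incubate 60 min at 37 °C, add stop solution raising pH to 10, read fluorescence.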
KCNH2 3.1 block: inhibitors of human KCNH2 3.1 potassium channel isoform. activity change, % (tested at about 1.8 µM). 0.95% of 340,000 active. U2OS KCNH2 3.1, thallium flux FluxOr; stronger effect = lower value;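 active means maximum activity change below -70%; inconclusive means maximum activity change from -70% to -50%; inactive means maximum activity change above -50%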;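 further: thallium influx rate constant from kinetic fluorescence after stimulation buffer; on the % scale 0 is the no-effect control and ±100 the full control effect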
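U2OS cells transduced with KCNH2 3.1 mutant virus (1.77 x 10^8 /mL, 4 h), plated overnight at 37 C, loaded 45 min with FluxOr dye plus Red40 quencher. Thallium flux rate constant from kinetic reads after stimulation buffer, normalised to controls.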
AT treatment: potential ataxia-telangiectasia treatments restoring KAP-1 phosphorylation | 0.19% of 320,000 active | AID 485349 | Potency, µM (highest dose often 57.5 µM), for inactives: top-dose activation, usual class: activators | […] A-T fibroblasts, KAP-1 phosphorylation AlphaLISA; neocarzinostatin DNA damage 30 min before lysis; further: potency means the concentration at half of the fitted maximal effect; % of control where 0% means no effect; nearly all actives have a fitted effect of over 45% in size
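ATM-like activity read as KAP-1 phosphorylation via AlphaLISA donor/acceptor antibody pairs after lysis and 6 hr at 25C. Cells were ATM-null patient fibroblasts ([…], hTERT), dosed 60 min, then exposed to the DSB inducer NCS for 30 min.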
KCNH2 WT inh: blocks the wildtype human KCNH2 potassium channel | U2OS, BacMam KCNH2, thallium flux FluxOr; stronger effect = lower value | activity change, % at 1.84 µM | 0.37% of 340,000 active | Q12809;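 active means maximum activity change below -70%; inconclusive means maximum activity change between -70% and -50%; inactive means maximum activity change above -50%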; further: on the % scale 0 is the no-effect control and ±100 the full control effect
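U2OS cells transduced with wild-type KCNH2 virus are loaded with FluxOr dye for 45 min, and thallium flux is measured in kinetic reads before and after stimulation buffer. Rate constants are normalized to DMSO controls.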
Coupling enz: counter-screen for Giardia aldolase inhibitors: coupling enzyme system. coupling enzyme system counterscreen, AmpLite Red fluorescence. activity change, negative = inhibition, % at 58.2 µM, hits read low. 0.67% of 290,000 active. AID 2472; in the data active means activity change below about -30%; further: on the % scale 0 is the no-effect control and ±100 the full control effect
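Counterscreen lacking aldolase: glyceraldehyde-3-phosphate coupling-enzyme reagent preincubated 10 min at RT with compound (at 57.5 uM final), then substrate/coupling system with AmpLite Red added; fluorescence read at 525/598 nm after 20 min RT.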
MBNL1 CUG block: blocks human MBNL1 binding to CUG repeat RNA; Q9NR56; TR-FRET MBNL1-His/biotin-(CUG)12 binding, 665/545 ratio; Potency, µM (titrated, usually from 57.5 µM), for the others: at the highest dose activity change, negative = inhibition, hits mostly inhibitors; 0.036% of 280,000 active; AID 2675; active means well fitted inhibition curve with a large enough effect in the signal ratio, with a control signal flat, not every such curve was filed as active; inconclusive means small, poorly fitted or top-dose-only effect, or effect the other way, or a change in a side signal; inactive means no such curve, though single readings can be large or run the other way; the % refers to the signal ratio; further: potency means the concentration at half of the fitted maximal effect; on the % scale 0 is the no-effect control and ±100 the full control effect
Target sequence (Q9NR56 whole entry, looked up): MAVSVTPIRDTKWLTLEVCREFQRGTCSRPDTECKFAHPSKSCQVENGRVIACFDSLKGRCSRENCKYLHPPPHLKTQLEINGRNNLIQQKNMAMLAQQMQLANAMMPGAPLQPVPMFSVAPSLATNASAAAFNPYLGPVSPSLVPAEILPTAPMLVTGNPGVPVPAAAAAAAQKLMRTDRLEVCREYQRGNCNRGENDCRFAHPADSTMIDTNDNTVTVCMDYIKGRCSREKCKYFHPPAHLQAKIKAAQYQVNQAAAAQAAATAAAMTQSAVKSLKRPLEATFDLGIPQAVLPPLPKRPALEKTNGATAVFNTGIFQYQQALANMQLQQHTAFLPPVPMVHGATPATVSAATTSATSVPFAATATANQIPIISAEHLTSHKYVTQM
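Compounds (final 92 nM to 58 uM) are added to His-tagged MBNL1 and biotin-(CUG)12, then terbium anti-His antibody and streptavidin-XL665 (5 nM final). After 60 min at room temperature, the 665/545 nm ratio is read.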
TRPV1 ag: human TRPV1 agonism; 0.19% of 320,000 active; Q8NER1; TRPV1-expressing cells, Fluo-8 calcium influx, agonist mode; activation, % at 8.33 µM; in the data active means activation above about 80%; inconclusive means between about 30% and that limit; further: 0% is about no effect
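Cells expressing TRPV1 were dye-loaded with Fluo-8 and read kinetically: 10 s baseline, 3 min after compound (agonist portion), then 2 min after EC20 capsaicin (allosteric enhancer portion). Calcium-bound dye fluorescence at 480/520 nm.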
GALK inhibitor: inhibitors of human galactokinase; P51570; Purified GALK, Kinase-Glo residual ATP luminescence; AID 1868; Potency, µM (top dose mostly 57.5 µM), without a hit: at the highest dose activity change, negative = inhibition, hits mostly inhibitors; 0.007% of 270,000 active; further: potency means the concentration at half of the fitted maximal effect; on the % scale 0 is the no-effect control and ±100 the full control effect
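Human GALK (5 nM) with 35 uM ATP and 100 uM galactose in 20 mM HEPES pH 8.0, 5 mM MgCl2, 60 mM NaCl, 1 mM DTT, 0.01% BSA. After 1 h at room temperature, leftover ATP was read by Kinase-Glo Plus luminescence.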
CXXC DNA block: inhibitors of human MLL CXXC domain-DNA interaction. Q03164. MLL-CXXC / FITC-HOXA9 DNA fluorescence polarization. Potency, µM (highest dose often 115 µM), without a hit: at the highest dose activity change, negative = inhibition, hits mostly inhibitors. 0.037% of 290,000 active. AID 2662; active means well fitted inhibition curve with a large enough effect in the polarisation, with a control signal flat, not every such curve was filed as active; inconclusive means small, poorly fitted or top-dose-only effect, or effect the other way, or a change in a side signal; inactive means no such curve, though single readings can be large or run the other way; the % refers to the polarisation; further: potency means the concentration at half of the fitted maximal effect
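Steps: dispense CXXC domain solution (7 uM) → pin compounds or unlabeled HOX-A9 DNA control → 5 min ambient → add FLSN-HOX-A9 solution (50 nM) → spin → 30 min ambient → fluorescence polarization. Tris pH 7.5/NaCl/DTT/BSA buffer.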
* marks the source's active call; other numbers are inactive results; ? = inconclusive; / = not tested or not shown; & = joins results of further samples; [ ] = dose if it differs, or a comment. Unless noted, the call rests on the fitted dose curve; in most records, active means well fitted curve in the direction sought with a large enough effect; inconclusive means small, poorly fitted or top-dose-only effect, or another doubt; inactive means no such curve, though single readings can be large; an effect the other way counts as inactive or inconclusive.

The line under a structure holds: Integrin act MD	S-ASM inh	KCNH2 3.1 block	AT treatment	KCNH2 WT inh	Coupling enz	MBNL1 CUG block	TRPV1 ag	GALK inhibitor	CXXC DNA block
1) CCN1C(=NCc2cccc(Cl)c2)N[C@@H](c2cccc(F)c2)C(C(=O)OC)=C1C
  -39%	-2%	-47	-6%&7%	35	-1&2	4%&-9%	10&6	/	46%&38%[activator]
2) COc1ccccc1NC(=O)c1nnn(Cc2ccccc2)c1NC(=O)C(F)(F)F
  -2%	5%	-9	-9%	-9	1	-1%	3	-5%	-6%
3) Cc1cc(C)c(NC(=O)CNC(=O)CSc2nnc(N)s2)c(C)c1
  -23%	1%	-1	0%	19	/	/	1	/	/
4) CCOC(=O)c1sc2ccc(S(=O)(=O)N3CCOCC3)cc2c1N
  -21%[7.66 µM]	39%[activator]	-1	-5%	8	0	?	14	-2%	-7%
5) COc1ccc(OCCC(=O)Nc2ccc(S(N)(=O)=O)cc2)cc1
  -9%	-17%	-7	-1%	4	-1	-1%	7	-1%	7%
6) Cc1cc(OCCOc2cccc3cccnc23)cc(C)c1Cl
  21%	-12%	-12	5%	-4	1	8%	4	-2%	-13%
7) [O-]/[N+](=N\Nc1ccc(Cl)cc1)c1ccccc1
  0%	-1%	-4	/	-1	/	/	/	/	/
8) O=S(=O)(NCCc1c[nH]c2ccccc12)c1ccc(F)cc1
  7%	-1%	-6	/	1	/	/	/	/	/
9) CC(=O)c1cccc(NC(=O)Cn2cnc(S(=O)(=O)N3CCCCC3)c2)c1
  13%	0%	24	3%	4	0	4%	1	0%	2%
10) CS(=O)(=O)c1ccc(NCC2CCCO2)c([N+](=O)[O-])c1 (stereo not drawn)
  40%	-1%	4	-2%	0	1	?	1	6%	0%
11) CCOC(=O)COc1c(/C=N\OC)cc(Cl)cc1OC
  -16%	1%	0	4%	-10	1	-6%	3	3%	0%
12) CCS(=O)(=O)N1CCN(c2ccccn2)CC1
  -1%	-2%	-4	6%	6	0	1%	-1	-1%	2%
13) COC(=O)c1ccc(OCC2c3cc(OC)c(OC)cc3CCN2C(=O)C2CC2)cc1 (stereo not drawn)
  -17%	-3%	12	-3%	4	1	-18%	6	-1%	-10%
14) CCOC(=O)CSC1=Nc2ccccc2C2=NC(CC(=O)NCc3cccs3)C(=O)N12 (stereo not drawn)
  -9%	13%	10	0%	4	-1	-6%	1	-2%	-4%
15) CCC1(c2ccccc2)NC(=O)N(CC(=O)N(CC(=O)Nc2ccccc2C(F)(F)F)Cc2ccco2)C1=O (stereo not drawn)
  11%	5%	8	-4%	-12	/	/	-2	/	/
16) CCOc1cc2[nH]c(=O)n(CCCC(=O)NCc3ccc(OC)cc3)c(=O)c2cc1OCC
  -12%	-2%	-2	-3%	4	2	-5%	5	3%	4%
17) Cn1cnc(S(=O)(=O)N2CCN(c3ccc(Cl)cc3)CC2)c1
  1%	-2%	13	-1%	14	/	3%	0	-5%	3%
18) O=S(=O)(c1ccccc1)c1nc(-c2cccs2)oc1NCCCn1ccnc1
  14%	2%	-21	3%	-18	-1	8%	11	0%	7%
19) Cc1cc(OCC(=O)N[C@@H](Cc2c[nH]c3ccccc23)C(=O)O)c2c(C)c(C)c(=O)oc2c1
  -4%	-3%	1	5%	-7	13	5%	1	/	12%
20) COc1ccc(Cl)cc1Nc1nc(C)cc(=O)[nH]1
  -5%	-6%	1	4%	-10	1	-3%	0	1%	?
21) Cc1noc(/C=C/N(C)C)c1S(=O)(=O)N(C)CC(=O)N1CCc2ccccc21
  22%	-1%	-7	7%	-9	3	-8%	0	-2%	10%
22) O=C(COc1ccc2ccccc2c1)Nc1ccccc1C(=O)O
  -53%[inhibitor]	-1%	-44	-1%	-4	6	-10%	-2	-10%	6%
23) CN1C[C@@H]2C[C@@H](c3ccc(C#CC(C)(C)O)s3)N3CCC[C@@]23C1=O
  ?	1%	10	6%[11.5 µM]	12	-2	6%	0	5%	-2%
24) O=C(COC(=O)c1cccc2ccccc12)NCCCc1ccccc1
  13%	-3%	-14	2%	2	3	-10%	23	-1%	10%
25) COc1ccc(-c2nc(SCc3ccc(C#N)cc3)[nH]c(=O)c2C#N)cc1
  -4%	7%	8	3%	-2	9	-1%	1	2%	?
26) CN(C(=O)CC1C(=O)NCCN1Cc1c(F)cccc1Cl)C1CCOCC1 (stereo not drawn)
  17%	72%[activator]	-2	31%	-19	-6	-6%	3	0%	-7%
27) O=C(N/N=C/c1ccsc1)c1c[nH]c2ccccc12
  ?	-3%	-13	-3%	31	2	11%	22	2%	-2%
28) O=C(CCC1CCCN(C(=O)c2ccncc2)C1)NCc1ccc(F)c(F)c1 (stereo not drawn)
  -27%	2%	-8	-2%	-5	1	1%	0	2%	-18%
29) CN(C)C=NC(=O)c1ccc([N+](=O)[O-])c(CS(=O)(=O)c2ccc(Cl)cc2)c1
  7%	-2%	-16	-5%	5	0	?	0	-3%	4%
30) Cc1cc2cc(CNC(=S)NC3CCCCC3)ccc2n1C
  -61%[inhibitor]	-8%	-14	-1%	/	0	9%	25	6%	13%
31) CC1(C)C(=O)C=CC(=O)C(C)(C)C(=O)C=CC(=O)C(C)(C)C2=CC=C(O2)C(C)(C)C(=O)C=CC1=O
  -24%	0%	8	/	-1	/	/	/	/	/
32) CC(C(=O)N1CCCc2c1c(=O)oc1ccc(O)cc21)N1CCc2ccccc2C1 (stereo not drawn)
  14%	3%	-47	7%	-8	-2	?	14	0%	5%
33) Cc1ccc(CC(=O)NCCc2ccc(S(N)(=O)=O)cc2)cc1
  12%	6%	9	-6%	-3	0	-3%	1	-1%	14%
34) Cc1cccc(C)c1NC(=O)NC1(C(=O)N2CCCCC2)CCCCC1
  -7%	2%	0	1%	17	1	-9%	3	4%	0%
35) Cc1cc(=O)oc2cc(OCC(=O)Nc3ccc(N4CCC(C)CC4)cc3)ccc12
  ?	6%	-18	-16%	-8	1	-7%	0	-2%	10%
36) COc1ccc(S(=O)(=O)Nc2ccccc2OC)cc1C
  21%	0%	2	5%	-2	2	-3%	3	-1%	6%
37) Cc1onc(-c2ccccc2)c1C(=O)NC(=S)NNC(=O)c1ccncc1
  7%	5%	-6	-3%	-13	-1	-1%	-8	2%	3%
38) CCc1c(C)sc(NC(=O)Cn2nc(C(F)(F)F)c3c2CCCC3)c1C#N
  19%	-10%	-12	-7%	-3	0	-1%	-4	3%	1%
39) O=C(CN(CC1CCCO1)C(=O)CNS(=O)(=O)c1ccc(Cl)cc1)NCc1ccco1 (stereo not drawn)
  -25%	5%	-1	-7%	-14	-3	-8%	-3	-1%	-1%
40) FC(F)(F)c1ccccc1/C=N/N1CCN(Cc2ccccc2)CC1
  1%	-1%	1	11%	-16	2	/	10	0%	3%
41) CCN(CC)S(=O)(=O)c1ccc(C(=O)Oc2ccc3c(c2)OCO3)cc1
  0%	1%	1	-14%	-5	2	-8%	-7	0%	10%
42) Cc1cccc(-c2noc(CCCC(=O)NC3CCCC3)n2)c1
  -14%	1%	-5	-7%	2	2	-3%	23	13%	-7%
43) COc1ccc(N2CCN(C(CNC(=O)c3ccc4c(c3)OCO4)c3ccco3)CC2)cc1 (stereo not drawn)
  8%	0%	0	-1%	7	0	-5%	8	7%	0%
44) CCn1c(C)nc2cc(C(=O)NNS(=O)(=O)c3ccc(C)c(C)c3)ccc21
  29%	-1%	3	-1%	-1	3	-1%	-2	-2%	-5%
45) OC(CNCc1cccs1)c1ccccc1 (stereo not drawn)
  0%	-2%	-28	-12%	7	-1	-19%	1	10%	8%
46) COc1cc2nc(C)sc2cc1SC
  3%	-1%	3	40µM*	4	-1	20%	1	1%	2%
47) O=P(O)(CCc1ccccn1)CN1CCCCC1
  -11%	3%	9	18%	20	1	2%	/	1%	0%
48) CCN1CCCC1CNCc1ccccc1OCc1ccc(F)cc1 (stereo not drawn)
  5%	3%	12	2%	30	1	0%	2	0%	7%
49) Cc1ccccc1-c1nc(CS(=O)CC(=O)NCCN2CCOCC2)c(C)o1 (stereo not drawn)
  -7%	5%	4	-3%	-20	2	13%	0	2%	-8%
50) CC12CCC(C(=O)Nc3ccc4c(c3)OCCO4)(OC1=O)C2(C)C (stereo not drawn)
  19%	-2%	19	11%	-15	0	2%	1	-2%	2%
51) CCC(c1nnc(SCC(=O)Nc2ccc(S(N)(=O)=O)cc2)n1Cc1ccccc1)N(C)C (stereo not drawn)
  ?	4%	4	2%	-13	0	-5%	0	16%	6%
52) CC1(C)CC(=O)C(N=Nc2c(F)cccc2F)=C(O)C1
  -37%	0%	-20	-1%	-2	1	?	-2	2%	10%
